NadD block – NadD (S. aureus) enzyme inhibition. purified NadD enzyme, colorimetric absorbance read-out. inhibition, % at 20 µM. actives 0.78% (n = 360,000); in the data active = inhibition above about 26%; also: some compounds past the cut are filed as inactive
CSN deneddyl inh – blocks human CSN-mediated cullin deneddylation. Purified CSN, SCF-Nedd8-OG deneddylation, fluorescence polarization. inhibition, % at 12.5 µM. Q92905. actives 0.38% (n = 360,000). AID 651999;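 active = pattern-corrected inhibition above about 35%, with an unprinted fluorescence ratio check between 0.5 and 1.5, limit read from the data, passing the limit was not always enough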;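 also: 0% = enzyme with substrate and 100% = substrate without enzyme; some results filed as inactive read as strong as hits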
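Detection – fluorescence polarization · System – HEK293T-derived human Csn5 enzyme · Controls – substrate-only high control, full reaction low control · Timing – 90 min, room temperature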
SUMO1-SIM PPI – alters human SUMO1 binding to SIM partners. P63165. SUMO1 binding to a labelled peptide, TR-FRET, 1 h. inhibition, % at 20 µM. actives 0.33% (n = 360,000); in the data active = inhibition above about 37%
Target sequence (P63165 whole entry, looked up): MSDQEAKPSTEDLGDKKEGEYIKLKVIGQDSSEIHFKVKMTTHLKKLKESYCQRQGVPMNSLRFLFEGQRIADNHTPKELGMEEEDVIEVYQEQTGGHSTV
DNMT1 block – DNMT1 (human) enzyme inhibition | DNMT1 molecular beacon, Hinp1I cleavage, fluorescence | inhibition (reported as % activation of signal), % at 10 µM | actives 0.83% (n = 360,000); in the data active = inhibition above about 50%
Rpn11 block – inhibitors of human proteasome Rpn11; calls only at 20 µM; actives 0.59% (n = 360,000); AID 588493; human 26S proteasome, Ub4-pepOG fluorescence polarization; 20S core pre-blocked with epoxomicin;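 active = inhibition at 20 µM, scaled to each plate's controls, above about 33%, limit read from the data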
Target sequence (O00487 whole entry, looked up): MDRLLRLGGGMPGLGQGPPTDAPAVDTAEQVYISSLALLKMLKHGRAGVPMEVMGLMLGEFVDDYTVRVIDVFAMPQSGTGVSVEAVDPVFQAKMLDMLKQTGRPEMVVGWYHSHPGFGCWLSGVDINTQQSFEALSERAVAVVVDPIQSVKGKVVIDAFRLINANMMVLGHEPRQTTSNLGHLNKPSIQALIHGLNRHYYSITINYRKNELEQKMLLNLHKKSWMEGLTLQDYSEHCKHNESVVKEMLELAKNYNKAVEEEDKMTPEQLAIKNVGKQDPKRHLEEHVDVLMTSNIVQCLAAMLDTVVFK
MLLE-PAM2 inh – inhibitors of microRNA-mediated deadenylation, human PABP1 MLLE binding; P11940; GST-MLLE / FITC-PAM2 fluorescence polarization; inhibition, % at 20 µM; actives 0.36% (n = 360,000); AID 588489; in the data active = inhibition above about 35%, passing the limit was not always enough;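 also: plate controls were DMSO wells with GST-MLLE for no effect and wells lacking GST-MLLE protein for full effect; some results filed as inactive read as strong as hits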
Target sequence (P11940 whole entry, looked up): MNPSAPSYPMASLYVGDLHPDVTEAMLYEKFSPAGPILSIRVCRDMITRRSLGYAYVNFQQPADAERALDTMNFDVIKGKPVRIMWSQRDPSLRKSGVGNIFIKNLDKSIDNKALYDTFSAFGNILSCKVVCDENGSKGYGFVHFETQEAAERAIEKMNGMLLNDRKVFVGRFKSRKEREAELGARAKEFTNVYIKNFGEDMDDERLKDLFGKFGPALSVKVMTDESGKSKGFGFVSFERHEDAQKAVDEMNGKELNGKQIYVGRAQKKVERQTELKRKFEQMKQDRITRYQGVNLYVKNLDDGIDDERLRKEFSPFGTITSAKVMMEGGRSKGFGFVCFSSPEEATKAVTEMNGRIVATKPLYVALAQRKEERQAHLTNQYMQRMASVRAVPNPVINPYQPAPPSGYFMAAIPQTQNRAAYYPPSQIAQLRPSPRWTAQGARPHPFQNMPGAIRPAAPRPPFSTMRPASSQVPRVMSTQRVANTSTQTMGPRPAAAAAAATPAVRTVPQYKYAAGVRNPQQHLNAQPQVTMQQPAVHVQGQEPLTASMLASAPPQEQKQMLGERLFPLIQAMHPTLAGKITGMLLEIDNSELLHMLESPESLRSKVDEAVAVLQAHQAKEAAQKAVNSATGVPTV
STEP block – blocks human striatal-enriched tyrosine phosphatase; P54829; actives 0.25% (n = 360,000); recombinant STEP, OMFP fluorogenic substrate, fluorescence; inhibition, % at 20 µM;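 active = inhibition at 20 µM, scaled per plate between control wells, above about 37%, limit read from the data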;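 also: 0% = DMSO with enzyme and substrate and 100% = substrate only without enzyme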
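medium = Bis-Tris buffer pH 6.0, 2.5 mM DTT, 0.005% Tween 20 | test system = STEP (striatal-enriched tyrosine phosphatase) enzyme, cell-free | measure = normalized % inhibition | compound dosing = 20 µM, 1% DMSO | also added = 25 µM OMFP | schedule = reaction 20 min, ambient temperature | measured by = fluorescence read at 480 nm ex / 540 nm em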
LMPTP inh – blocks human LMPTP phosphatase; P24666; recombinant LMPTP-A, OMFP fluorogenic substrate, fluorescence intensity; inhibition, % at 20 µM; actives 0.22% (n = 360,000); AID 651560;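 active = compounds that cut the enzyme signal by at least half of the control window in the single-dose screen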;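 also: plate controls were DMSO wells with enzyme plus substrate for no effect and substrate without enzyme for full effect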
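Buffer or medium: Bis-Tris pH 6.0, DTT, detergent; Assay system: LMPTP-A enzyme; Quantity: 0.625 nM enzyme; Detection: endpoint fluorescence intensity; Times: 50 min dark incubation at room temperature; Controls: substrate-only low control, DMSO enzyme-plus-substrate high control; Doses: single 20 µM dose; Read-out: percent inhibition versus substrate-only and uninhibited controls; Reagent: 400 µM OMFP.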
Tb MetRS inh – Trypanosoma brucei MetRS inhibition | purified T. brucei MetRS, ATP depletion, Kinase-Glo luminescence | inhibition, % at 11.9 µM | actives 0.4% (n = 360,000);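 active = inhibition above a per-plate cutoff of the control wells' mean inhibition plus 3 SD, cut at about 5.5% in these data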;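 also: 0% = DMSO wells median and 100% = median of wells with control inhibitor compound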
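assay system = parasite MetRS enzyme | timing = 15 min preincubation, 2 h reaction, all 25 °C | evaluation = percent inhibition relative to median high and low control wells | medium = HEPES buffer containing pyrophosphatase, BSA, spermine, DTT | compound = single dose, 11.9 µM final nominal, 0.9% final DMSO | detection = Kinase-Glo luminescence, ATP depletion format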
Scp1 inh – inhibitors of human Scp-1 phosphatase | inhibition, % at 20 µM | Recombinant Scp1, phosphopeptide, malachite green phosphate absorbance | actives 0.88% (n = 340,000) | Q9GZU7;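 active = inhibition above about 50% at 20 µM, limit read from the data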;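 also: plate controls were DMSO wells with enzyme for no effect and wells lacking enzyme for full effect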
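Test system: SCP-1 catalytic domain; Buffer or medium: Acidic Tris acetate buffer with magnesium and detergent; Also added: Phosphorylated 17-residue peptide substrate; Compound: single 20 µM dose, 1% DMSO; Schedule: enzyme reaction 45 min at room temperature, colour 5 min, stabilisation 30 min; Signal: Phosphate-binding colour reagent, absorbance read at 630 nm.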
* marks the source's active call; other numbers are inactive results; i = inactive; nt = not tested or not shown.

Values in the order – NadD block, CSN deneddyl inh, SUMO1-SIM PPI, DNMT1 block, Rpn11 block, MLLE-PAM2 inh, STEP block, LMPTP inh, Tb MetRS inh, Scp1 inh
C(=N\c1nccs1)/c1cccnc1
    -1, 8, 3, 0, i, 26, -1, -0.4, -0.2, -3
c1ccc2c(c1)c1c3n2CCNC3CCC1 (stereo not given)
    2, -2, 0, 2, i, -8, -3, -0.8, -0.2, -9
COc1cccc(CCC(=O)N2CCC(n3nccc3NC(=O)C3CCOC3)CC2)c1 (stereo not given)
    -6, 2, 2, 1, i, -11, -2, -1.6, -0.6, 0
COc1ccc(-n2c(CN3CCN(c4ccccn4)CC3)nc3ccc([N+](=O)[O-])cc3c2=O)c(OC)c1
    -1, -3, -32, -3, i, 13, -2, 1.5, -0.2, -3
N#Cc1c(N)nc(SCC(=O)C23CC4CC(CC(C4)C2)C3)c(C#N)c1-c1ccc(Cl)cc1
    21, -2, -6, 32, i, -77, -1, -2.5, -0.5, -9
CSc1ncccc1C(=O)OCC(=O)Nc1ccc2c(c1)CCC2
    -4, 1, 3, 1, i, -1, 2, 1.1, -0.5, 3
C[C@@H]1CN([C@@H](C)CO)C(=O)c2cc(Br)cnc2O[C@@H]1CN(C)S(C)(=O)=O
    -6, 0, 0, 8, i, -15, -1, -1.7, -0.4, nt
COc1ccc(C(=O)CCc2ccccc2)cc1
    -3, -1, 2, 0, i, -3, 1, 0.7, -0.3, -16
COc1cc(C(=O)N2CCN(c3ccccc3OC)CC2)c([N+](=O)[O-])cc1OC
    1, -5, -8, 0, i, -10, -3, -2.2, -1.1, 8
CCOC(=O)CNC(=O)c1cn(CC(C)C)c(=O)c2cc(OC)c(OC)cc12
    0, -2, -1, 0, i, 9, -2, -0.5, -1.8, 2
Cc1cc(C)n(-c2nc3c(c(=O)n(C)c(=O)n3C)n2CCO)n1
    -1, -4, 5, 1, i, 5, 0, -0.2, -0.1, -9
Cc1ccc(CNC(=O)c2cc(=O)c3cc(C)ccc3o2)cc1
    -7, 7, 12, 2, i, -12, 24, 29, -0.6, 61*
c1cncc(-c2nc3ccccc3o2)c1
    -10, 9, -1, 3, i, 6, 1, -0.5, -1.4, 0
O=C(Nc1ccc2oc(=O)c(C(=O)O)cc2c1)Oc1ccccc1
    1, 2, -11, 6, i, 1, 1, -1.9, 0.2, -7
CCN(c1ccccc1)S(=O)(=O)c1cc(C(=O)OC2CCOC2=O)ccc1C (stereo not given)
    -6, -4, 9, -7, i, 7, -2, 0.8, -0.1, 5
Cc1ccc(CS(=O)Cc2ccc(C(=O)N3CCOCC3)o2)cc1 (stereo not given)
    -21, 1, 2, 4, i, 0, -1, -2.8, -0.2, -8
COC(=O)CCC(=O)NNC(=O)c1ccc(Cl)cc1Cl
    -8, -1, -2, -1, i, -2, 0, -1.2, 0.3, -3
CCCCC1C2=C(CCCC2=O)OC2=C1C(=O)CCC2
    -4, 3, -1, 2, i, -13, -3, -0.7, 0.4, -12
Cc1ccnc(NC(=O)c2cc(S(=O)(=O)NCc3ccccc3)ccc2C)c1
    -8, 8, 0, 3, i, 0, -2, -0.4, -0.2, -8
Cc1ccc2nc3c(cc(C(=O)NCc4ccccc4)c(=N)n3CCCn3ccnc3)c(=O)n2c1
    4, -2, -24, 13, i, 1, 0, 57*, -0.6, 2

Scp1 inh, what is marked active above
compound	NadD block	CSN deneddyl inh	SUMO1-SIM PPI	DNMT1 block	Rpn11 block	MLLE-PAM2 inh	LMPTP inh	Tb MetRS inh	Scp1 inh
Cc1ccc(CNC(=O)c2cc(=O)c3cc(C)ccc3o2)cc1	-7	7	12	2	i	-12	29	-0.6	61*

(continued)
Values in the order – NadD block, CSN deneddyl inh, SUMO1-SIM PPI, DNMT1 block, Rpn11 block, MLLE-PAM2 inh, STEP block, LMPTP inh, Tb MetRS inh, Scp1 inh
Nc1cc(=O)[nH]c(SCC(=O)Nc2ccc(Oc3ccccc3)cc2)n1
    4, 2, 4, -1, i, -3, -1, 1.0, -0.2, -4
Cc1cccc(OCCNc2nc3c(c(=O)n(C)c(=O)n3C)n2C)c1
    3, 2, 2, 2, i, -3, -2, -1.7, -1.7, -8
Cc1ccc(Cl)c(OCC(O)CN(CCO)CCO)c1 (stereo not given)
    1, 3, 2, 2, i, 1, 8, -0.5, -0.4, -5
NC(=O)c1ccc(-n2c(CCC(=O)O)ccc2-c2cccs2)cc1
    0, 10, 6, -3, i, 13, 0, 2.3, -0.2, 6
COc1ccc(-n2nc3c(c2NC(=O)c2c(F)cccc2Cl)CS(=O)C3)cc1 (stereo not given)
    -3, 3, 4, 4, i, 1, -4, -0.9, -1.1, -6
CCc1cc2c(=O)c(-c3nc4ccccc4n3C)coc2c(CN2CCCCC2)c1O
    0, -2, 2, 1, i, -7, 2, -0.4, 0.6, -7
CC1(C(=O)Nc2cccc(OC(F)(F)F)c2)Cc2c(-c3ccc4c(c3)OCO4)ccnc2O1 (stereo not given)
    9, -8, -2, -16, i, 5, -1, 7.0, 0.0, nt
CCOC(=O)c1sc(Nc2ccc(Br)cc2)nc1C
    -8, 5, -1, -3, i, 0, 0, 3.0, -0.3, -13
CCC(=O)N1CCN(c2ccc(NC(=O)COc3ccc(C)cc3C)cc2)CC1
    0, -4, 1, -4, i, 7, 1, -0.1, 0.0, -7
CCN(C(=O)COC(=O)c1c(C)nsc1NC)c1ccccc1
    8, -2, -5, 2, i, 7, -4, -0.8, -0.2, 0
O=C(c1ccccn1)N(Cc1ccco1)C1(C(=O)NC2CCCC2)CCCCC1
    -4, 2, -4, 3, i, 5, -1, -1.1, -1.3, -7
O=C(COC(=O)c1c2c(nc3ccccc13)/C(=C/c1cccc([N+](=O)[O-])c1)CCC2)NC1CCS(=O)(=O)C1 (stereo not given)
    -1, -11, -14, -16, i, 5, 0, 0.4, -0.9, 2
Cc1c(CCOC(=O)CC23CC4CC(CC(C4)C2)C3)sc[n+]1Cc1ccccc1
    0, -1, 3, 4, i, 13, -19, 0.1, -0.4, 8
CCCCN(C(=O)c1ccc2c(c1)OCO2)c1c(N)n(CCCC)c(=O)[nH]c1=O
    0, -8, -1, 1, i, 7, -2, 0.4, -0.2, -3
COc1ccccc1N1CCN(C(=O)CNC(=O)c2ccc(Cl)cc2Cl)CC1
    0, 1, 4, -1, i, -9, 1, -0.6, 0.3, -5
COc1ccc(-c2cncnc2-c2ccc(OC)cc2O)cc1
    -3, -3, -1, -1, i, -6, -1, -0.6, -0.7, -7
Cc1ccccc1C(=O)NCC(=O)OC(C)C(=O)NC(C)CCc1ccccc1 (stereo not given)
    -5, -2, -3, -1, i, 5, 0, -1.4, -0.5, -11
CC(C)CC1NC(=O)N(CC(=O)NC2CCCc3ccccc32)C1=O (stereo not given)
    -3, 3, 1, 14, i, -34, 0, 0.7, -0.1, 12
COc1cccc(CN(C)CCCn2ccc(NC(=O)OCc3ccccc3)nc2=O)c1
    1, 1, -1, 0, i, 7, -2, -1.7, -0.7, -14
CCN(CC)S(=O)(=O)c1ccc(N(C)Cc2cccc(OC)c2OC)nc1
    -5, -9, 1, 0, i, 0, 0, -2.2, -0.7, -4

Three compounds from above, ordered by the number in CSN deneddyl inh, low to high:
smiles	NadD block	CSN deneddyl inh	SUMO1-SIM PPI	DNMT1 block	Rpn11 block	MLLE-PAM2 inh	LMPTP inh	Tb MetRS inh	Scp1 inh
CCCCN(C(=O)c1ccc2c(c1)OCO2)c1c(N)n(CCCC)c(=O)[nH]c1=O	0	-8	-1	1	i	7	0.4	-0.2	-3
Cc1c(CCOC(=O)CC23CC4CC(CC(C4)C2)C3)sc[n+]1Cc1ccccc1	0	-1	3	4	i	13	0.1	-0.4	8
COc1ccc(-n2nc3c(c2NC(=O)c2c(F)cccc2Cl)CS(=O)C3)cc1 (stereo not given)	-3	3	4	4	i	1	-0.9	-1.1	-6

Continued.
Values in the order – NadD block, CSN deneddyl inh, SUMO1-SIM PPI, DNMT1 block, Rpn11 block, MLLE-PAM2 inh, STEP block, LMPTP inh, Tb MetRS inh, Scp1 inh
S=c1[nH]nc(Cc2cccs2)n1-c1ccccc1
    5, -2, 1, 7, i, -4, -2, -0.6, -0.8, -5
Cc1ccc(CSc2nc3c(c(=O)[nH]c(=O)n3C)n2CCC(C)C)cc1
    -9, 0, 3, 15, i, 3, 6, -1.1, -0.6, -7
Cc1ccc(N2CC(C(=O)NCc3n[nH]c(=O)c4ccccc34)CC2=O)cc1C (stereo not given)
    4, 2, -2, 14, i, 8, 1, -0.9, 0.0, 4
CCOC(=O)C1=C(COC(=O)CSc2ccc(C)cc2)NC(=O)NC1C (stereo not given)
    0, -2, 27, 3, i, 5, 5, 27, 0.3, -6
CC(C)(C)OC(=O)N1CSC[C@H]1C(=O)NC[C@H](CC(=O)O)c1ccc(Cl)cc1
    0, 1, -1, -1, i, 12, 0, 0.2, 0.3, -4
CN(Cc1nc(-c2ccc(Cl)cc2)no1)C(=O)CCN1C(=O)[C@H]2CC=CC[C@H]2C1=O
    -1, -1, 9, -4, i, -6, 0, 0.0, -0.1, -3
CN(C)S(=O)(=O)c1cccc(NC(=O)c2cc([N+](=O)[O-])ccc2N2CCCCC2)c1
    1, 1, -22, -2, i, -14, 2, 1.1, 0.5, -2
O=c1[nH]c(=O)n(C2OC(CO)C(O)C2O)cc1N1CCOCC1 (stereo not given)
    -6, -3, -3, 3, i, -6, -4, -1.8, -0.4, 5
CC1(C(=O)NS(=O)(=O)c2ccc(Cl)s2)CCN1C(=O)C1(c2ccc(Cl)cc2)CCC1 (stereo not given)
    1, 6, 9, 2, i, -15, -5, -2.3, 0.2, nt

Whole records, looked up by structure. Order of values: NadD block, CSN deneddyl inh, SUMO1-SIM PPI, DNMT1 block, Rpn11 block, MLLE-PAM2 inh, STEP block, LMPTP inh, Tb MetRS inh, Scp1 inh
`CN(Cc1nc(-c2ccc(Cl)cc2)no1)C(=O)CCN1C(=O)[C@H]2CC=CC[C@H]2C1=O` reads -1, -1, 9, -4, i, -6, 0, 0.0, -0.1, -3
`Cc1ccc(CSc2nc3c(c(=O)[nH]c(=O)n3C)n2CCC(C)C)cc1` reads -9, 0, 3, 15, i, 3, 6, -1.1, -0.6, -7
`CCOC(=O)C1=C(COC(=O)CSc2ccc(C)cc2)NC(=O)NC1C` (stereo not given) reads 0, -2, 27, 3, i, 5, 5, 27, 0.3, -6
`CN(C)S(=O)(=O)c1cccc(NC(=O)c2cc([N+](=O)[O-])ccc2N2CCCCC2)c1` reads 1, 1, -22, -2, i, -14, 2, 1.1, 0.5, -2

Source: PubChem (several laboratories)
